Screening results as filed in PubChem BioAssay.
RXFP1 ag = RXFP1 (human) receptor agonism; Q9HBX9; HEK293T-RXFP1 cAMP TR-FRET, 30 min; response scale: percent of porcine relaxin response, buffer zero; Potency, µM (titrated, usually from 57.5 µM), for inactives: top-dose activation, hits mostly activators; 370,000 tested, 0.3% active; AID 2676; note: potency is the fitted concentration of half-maximal effect; % is set by controls: 0 for no effect and ±100 for the full control effect; nearly all actives have a fitted effect of over 60% in size; many of its hits are not listed in these tables
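cAMP rise read by TR-FRET after 30 min, 37C compound exposure (up to 58 uM) in RXFP1-transfected HEK293 cells with Ro 20174 present. EC50 from Hill-equation fits, with 29 nM porcine relaxin as 100% and buffer as basal.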
TRHR agonist = TRH receptor (human) agonism; TRHR cells, calcium flux fluo-8, FDSS agonist mode; activation, % at 2 µM; 360,000 tested, 0.18% active; AID 493084; in the data active = activation above about 30%; note: 0% is about no effect
Target sequence (P34981 whole entry, looked up): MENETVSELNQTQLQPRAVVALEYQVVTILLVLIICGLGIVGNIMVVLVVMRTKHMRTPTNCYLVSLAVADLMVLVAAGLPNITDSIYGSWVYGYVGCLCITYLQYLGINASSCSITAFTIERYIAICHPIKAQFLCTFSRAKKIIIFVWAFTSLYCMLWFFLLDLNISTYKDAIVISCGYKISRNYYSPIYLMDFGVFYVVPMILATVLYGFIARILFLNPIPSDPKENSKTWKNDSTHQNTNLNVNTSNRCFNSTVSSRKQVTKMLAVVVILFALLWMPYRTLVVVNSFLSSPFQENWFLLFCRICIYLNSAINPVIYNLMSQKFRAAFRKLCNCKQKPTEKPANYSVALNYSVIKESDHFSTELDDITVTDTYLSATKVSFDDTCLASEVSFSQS
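TRHR-expressing cells, plated overnight in medium with 10% serum, were loaded with fluo-8 calcium dye at room temperature. After a 10 s baseline, library compound was pin-added and calcium release was recorded kinetically (ex 480/em 530) as agonist response.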
D1 agonist = agonists of human D1 dopamine receptor; activation, % at 2 µM; P21728; HEK293 T-REx D1 cells, calcium flux, agonist mode; AID 504660; 360,000 tested, 1% active; in the data active = activation above about 30%; note: 0% is about no effect
Target sequence (P21728 whole entry, looked up): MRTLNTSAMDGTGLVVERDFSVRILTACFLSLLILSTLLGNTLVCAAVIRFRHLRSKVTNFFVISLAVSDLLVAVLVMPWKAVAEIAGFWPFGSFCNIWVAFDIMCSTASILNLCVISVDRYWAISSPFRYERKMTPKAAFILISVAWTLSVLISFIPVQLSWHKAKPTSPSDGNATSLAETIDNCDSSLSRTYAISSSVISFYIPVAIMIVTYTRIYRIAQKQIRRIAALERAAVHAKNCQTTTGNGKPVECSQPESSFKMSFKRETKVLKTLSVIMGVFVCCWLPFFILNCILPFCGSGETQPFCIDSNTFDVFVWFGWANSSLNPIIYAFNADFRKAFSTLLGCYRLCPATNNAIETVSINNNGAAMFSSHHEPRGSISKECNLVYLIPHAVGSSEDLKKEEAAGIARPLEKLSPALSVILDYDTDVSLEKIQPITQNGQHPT
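Tetracycline-induced HEK293 TREx D1 cells, force-coupled to calcium signalling, were dye-loaded with a no-wash calcium kit. Compound was pin-added after a 10 s baseline. Fluorescence was read kinetically at 1 cycle/s for 180 s, with calcium rises flagged as agonism.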
RXFP1 antag = blocks the human relaxin receptor RXFP1. Q9HBX9. 350,000 tested, 0.59% active. HEK293-RXFP1, relaxin-stimulated cAMP HTRF, 30 min; hits give low values. AID 1259400. activity change, negative = inhibition, % at 57.5 µM;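 active = activity change of -60% or lower, but not beyond a set lower limit; inconclusive = change between -60% and -40%, or beyond the set limit; inactive = change above -40%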; note: % is set by controls: 0 for no effect and ±100 for the full control effect
D1 antagonist = antagonists of human D1 dopamine receptor; activity change, negative = inhibition, % at 10 µM; HEK293 TREx D1 cells, calcium flux, dopamine EC80; hits give low values; 360,000 tested, 3.2% active; P21728; in the data active = activity change below about -30%; note: % is set by controls: 0 for no effect and ±100 for the full control effect
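HEK293 T-REx cells expressing inducible, force-coupled D1 receptor; no-wash Ca dye, 30–90 min RT. Cmpd → 180 s read at 1 Hz → EC80 DA → 180 s read.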
D2 potentiator = D2 dopamine receptor (human) potentiation; P14416; HEK293 T-REx D2, calcium flux, EC20 dopamine potentiation; potentiation, % at 10 µM; 340,000 tested, 0.34% active;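 active = potentiation over 3 SD above the plate norm, cut at about 30% in these data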; note: 0% is about no effect
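Potentiation of an EC20 dopamine calcium response measured kinetically over 180 s, after a preceding 180 s compound-only read flagging agonists. Cells: inducible Hek293 Trex D2 line, 4000/well, cultured overnight at 30 C before dye loading.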
TRHR PAM = allosterically enhances the human TRH receptor. P34981. TRHR cells, fluo-8 calcium fluorescence, EC20 TRH enhancement. enhancement, % at 2 µM. 360,000 tested, 0.66% active. AID 493056; in the data active = enhancement above about 30%; note: 0% is about no effect
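TRHR-expressing cells loaded with fluo-8 calcium dye were read kinetically (ex 480/em 530) during compound addition, then stimulated with an EC20 of TRH (10 nM final). Enhancement of the Gq-mediated intracellular calcium response was scored.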
D1 PAM = enhances dopamine response at the human D1 receptor; potentiation, % at 10 µM; P21728; AID 504651; HEK293 TREx D1 cells, calcium flux, dopamine EC20 potentiation; 360,000 tested, 0.036% active; in the data active = potentiation above about 30%; note: 0% is about no effect
Anesthetic bind = candidate novel general anesthetic via apoferritin binding; P02791; apoferritin/1-aminoanthracene competitive binding, fluorescence; Potency, µM (top dose mostly 77.5 µM), for the others: at the highest dose activity change, negative = displacement, most hits filed as inhibitors; 350,000 tested, 0.074% active; AID 485281; note: potency is the fitted concentration of half-maximal effect; % is set by controls: 0 for no effect and ±100 for the full control effect; nearly all actives have a fitted effect of over 20% in size
Target sequence (P02791 2-175 limits assumed): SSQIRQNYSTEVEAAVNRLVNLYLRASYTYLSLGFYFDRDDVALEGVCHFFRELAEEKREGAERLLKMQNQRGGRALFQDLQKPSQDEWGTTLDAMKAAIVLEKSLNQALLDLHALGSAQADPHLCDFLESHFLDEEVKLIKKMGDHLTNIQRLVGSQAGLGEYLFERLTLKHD
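Concentration-response curves derived by four-parameter Hill fitting of normalized fluorescence, where compounds displaced 1-AMA from 10 uM horse apoferritin following a brief 10 min room-temperature incubation; propofol titration acted as positive control.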
* = called active by the depositor; ? = inconclusive; nt = no result given; & = joins results of further samples; ! = not confirmed by another sample. Unless noted, calls come from the whole dose curve; as a rule, active = well fitted curve in the direction sought with a large enough effect; inconclusive = small, poorly fitted or top-dose-only effect, or another doubt; inactive = no such curve, though single readings can be large; an effect the other way counts as inactive or inconclusive. These rows are one share of the data; count on the stated rates, not on these rows.

molecule	RXFP1 ag	TRHR agonist	D1 agonist	RXFP1 antag	D1 antagonist	D2 potentiator	TRHR PAM	D1 PAM	Anesthetic bind
CCN(CC(=O)Nc1ccc(NC(C)=O)cc1)C(=O)c1cc(C)on1	1.2%	0.0	1	1	5	nt	6	2	nt
COc1ccc(C(=O)NNC(=O)c2ccc(S(=O)(=O)N3CCOCC3)cc2)cc1	1.6%	0.3	3	-7	7	1	-12	-5	-3%
CC(C)c1ccc(NC(=O)C2CCCN2S(=O)(=O)c2ccc3nc(-c4ccccc4)[nH]c3c2)cc1 (stereo not drawn)	0.5%	0.8	3	-28	8	1	2	-3	?
O=C(N/N=C/C=C/c1ccccc1)c1cccnc1	0.5%	0.4	4	-3	1	-3	-5	-3	-5%
COc1ccc(NC(=O)c2sc3nc4c(c(-c5ccc(OC)cc5)c3c2N)C(=O)CC(C)(C)C4)cc1	8.3%	0.4	12	-2	-36*	0	3	-4	0%
CCN(CC(=O)Nc1c(F)cccc1F)C(=O)CSCC(=O)Nc1cc(C)on1	0.6%	0.4	2	-20	-6	-9	-3	-6	nt
CCOC(=O)C1=C(c2ccccc2)N=C2SCC(=O)N2C1c1ccc(O)c(OC)c1 (stereo not drawn)	-0.9%	0.8	1	3	-18	11	0	-6	-20%
CCOc1ccc(N(CC(=O)Nc2ccc(C)c(F)c2)C2=NC3CS(=O)(=O)CC3S2)cc1 (stereo not drawn)	-0.2%	1.3	2	-4	2	16	1	-1	-4%
Cc1ccnc(NC(=O)c2cccc(S(=O)(=O)N3CCCC3)c2)c1	-0.5%	0.4	2	-13	3	9	8	0	-4%
CN(C)CCN1C(=O)C2C(C(=O)Nc3cc(Cl)cc(Cl)c3)C3C=CC2(O3)C1C(=O)NC1CCCCC1 (stereo not drawn)	2.8%	0.5	-2	-7	23	15	1	5	-2%
O=C1CC(NS(=O)(=O)c2ccccc2)CN1c1ccc2c(c1)OCCO2 (stereo not drawn)	0.0%	0.0	2	-10	30	4	0	-3	nt
Cc1ccc(-c2ccccc2[C@@H]2C[C@H]3CN(C)C(=O)[C@]34CCCN24)o1	1.5%	-0.1	4	-7	4	-1	2	1	-9%
COc1ccc(NC(=O)CSc2nnc3ccc(-c4ccccn4)nn23)c(OC)c1	0.2%	-0.6	15	-2	7	-2	7	0	nt
CCOC(=O)c1c(NC(=O)c2cc(-c3ccc(O)cc3)on2)sc(C(C)=O)c1C	4.8%	0.0	0	nt	11	4	6	-3	0%
CCOc1ccc(C(C(=O)NC2CCCC2)N(Cc2ccccc2)C(=O)c2nsc(Cl)c2Cl)cc1 (stereo not drawn)	0.0%	0.1	5	nt	-21	-8	-6	-5	-2%

Next section:
molecule	RXFP1 ag	TRHR agonist	D1 agonist	RXFP1 antag	D1 antagonist	D2 potentiator	TRHR PAM	D1 PAM	Anesthetic bind
CCOC(=O)C(CC)Sc1ncnc2c1nnn2-c1ccc(F)cc1 (stereo not drawn)	1.5%	0.3	10	-17	-29	1	7	-4	-16%
COc1ccccc1-c1c(C)nn2c(N3CCN(c4ccc(F)cc4)CC3)cc(C)nc12	-0.4%	-0.9	-1	-7	-1	nt	3	-1	1%
Cc1ccc(-c2nnc(C)c(N3CCCC3)n2)cc1	1.9%	-0.6	-1	-9	23	-5	4	0	-1%
CSCCC1NC(=O)NC1=O (stereo not drawn)	-0.4%	0.5	1	-1	-15	-7	-8	-7	-4%
O=C(O)CCCNS(=O)(=O)/C=C/c1ccccc1	1.7%	0.4	2	1	2	0	-2	0	-3%
COc1ccc(NC(=O)c2ccc3nc[nH]c3c2)cc1	3.8%	0.3	3	5	-2	7	11	2	17%
CCOc1ccc(CCNC(=O)CN2C(=O)COc3ccc(S(=O)(=O)N4CCCCCC4)cc32)cc1	4.8%	-1.6	1	nt	5	-2	-1	-2	-11%
CC(C)(C)c1ccc(NC(=O)COC(=O)C2CCCC2)cc1	-0.6%	0.8	0	3	16	17	-2	-2	nt
CC1CCN(C(=O)CN2C(=O)C(C)(C)Oc3ccc(C(=O)NC4CCCC4)cc32)CC1	0.2%	0.2	2	-8	6	0	2	-6	-4%
COc1ccc(NC(=O)CCS(=O)(=O)c2cc(Br)cc3c2N(C(C)=O)CC3)c(OC)c1	-1.9%	0.0	0	-2	8	14	-1	-3	-10%
O=c1cc(-c2ccc(O)c(O)c2)oc2cc(O)c(C3OC(CO)C(O)C(O)C3O)c(O)c12 (stereo not drawn)	-0.3%	-0.2	0	nt	-12	-3	-13	-3	-12%
O=C(c1ccc2c(c1)N(Cc1ccccc1F)C(=O)c1ccccc1S2=O)N1CCC(Cc2ccccc2)CC1 (stereo not drawn)	-2.5%	0.6	4	nt	3	4	-4	-3	0%
COc1ccc(-c2nnc(-c3ccc(F)cc3)o2)cc1	1.4%	0.4	4	0	0	-10	-5	-8	0%
O=Cc1nc(-c2ccc(Cl)cc2)n2ccccc12	-0.2%	-0.7	0	-13	-16	4	-1	-2	-7%
Cc1ccoc1C(=O)N1CCCC(CCC(=O)N2CCN(c3ccccn3)CC2)C1 (stereo not drawn)	-0.8%	-1.0	1	-15	11	9	-3	-1	-6%

Going on with the list:
molecule	RXFP1 ag	TRHR agonist	D1 agonist	RXFP1 antag	D1 antagonist	D2 potentiator	TRHR PAM	D1 PAM	Anesthetic bind
CC(C)[C@@H](NC(=O)C1CCC(CNC(=O)[C@H](Cc2ccccc2)NC(=O)OC(C)(C)C)CC1)C(=O)O (stereo partly drawn)	4.0%	0.5	3	10	-2	-5	2	-8	0%
CN(C(=O)c1cc(COc2ccc(F)c(F)c2)on1)C1CCOC1 (stereo not drawn)	3.6%	-0.1	8	22	-10	-5	1	-13	-14%
O=C(OCc1cccc([N+](=O)[O-])c1)c1cccnc1Cl	10%	-0.1	7	-3	-21	25	0	-8	0%
COc1ccccc1CCNC(=O)c1ccoc1C	1.3%	-1.3	1	-6	-1	9	2	-2	2%
Fc1cccc(-c2cc3nc4c(c(NCc5ccco5)n3n2)CCCC4)c1	1.5%	-0.1	1	-8	-8	-5	-11	2	-8%
Cc1nn(-c2ccccc2)c(OC(=O)c2ccccc2F)c1S(=O)(=O)c1ccccc1	-1.0%	0.5	-1	nt	9	2	-3	-1	4%
CCOc1ccc(N/C(N)=N/c2nc(C)c(C)c(=O)[nH]2)cc1	-0.8%	-0.5	0	-6	12	6	-2	1	2%
COc1ccc(NC(=O)CCSc2cc(C)c3ccccc3n2)cc1	5.4%	-0.7	4	1	-21	12	0	-3	-21%
Cc1cc(C)nc(Nc2n[nH]c(C)n2)n1	-1.3%	0.3	1	8	1	6	4	-6	-1%
Cc1ccc(N2C(=O)N(CC(=O)Nc3cccc(Cl)c3)C(=O)C2C)cc1 (stereo not drawn)	0.0%	0.4	3	-10	6	-5	0	1	nt
CN(c1cccc(NC(=O)c2ccc(Cl)c(S(=O)(=O)Nc3ccccc3)c2)c1)S(C)(=O)=O	-0.1%	-1.5	5	-28	-42*	7	-3	4	-15%
Cn1ncc2c(O/N=C(\N)c3ccc(C(C)(C)C)cc3)ncnc21	8.4%	0.1	0	-27	-11	13	-2	8	-10%
COc1ccccc1NC(=O)NCCN1CCN(c2cccc(Cl)c2)CC1	2.3%&-2.4%	0.3&-0.4	4&15	-10	-40*!	-21&-24	8&-3	-1&-5	-6%&-1%
O=C(N[C@@H](Cc1ccccc1)C(=O)N1CCC2(CC1)NCCc1[nH]cnc12)c1cccc(Br)c1	-1.2%	1.6	-1	-3	-4	9	-5	2	4%
COc1ccc(OCC2CNC(=O)O2)cc1 (stereo not drawn)	1.8%	-0.1	1	7	2	3	-1	-14	-17%

(more compounds)
molecule	RXFP1 ag	TRHR agonist	D1 agonist	RXFP1 antag	D1 antagonist	D2 potentiator	TRHR PAM	D1 PAM	Anesthetic bind
CCOc1ccc(NC(=S)N(CC)Cc2ccccc2)cc1	1.3%	-0.1	-1	nt	-15	1	-8	-1	-17%
CCN(CC(=O)Nc1c(F)cccc1F)C(=O)c1ccc2c(=O)n3c(nc2c1)CCC3	2.0%	1.1	0	1	0	-3	1	-1	nt
Cn1c(=O)[nH]c(=O)c2c1nc(N(CCO)Cc1ccccc1)n2Cc1ccccc1Cl	2.1%	-0.8	1	-2	-4	5	1	5	5%
COCCCNC(=O)N1CCN(c2nnc(C)c3c(C)n(-c4ccc(Cl)cc4)nc23)CC1	7.4%	-0.4	0	-3	-16	nt	-4	-4	-5%
CCOC(=O)c1ccc(CN(Cc2ccc(Cl)cc2Cl)S(=O)(=O)c2cccc(Cl)c2)cc1	0.6%	2.8	7	-11	2	-3	-5	-2	-1%
CCCOc1ccc(S(=O)(=O)NCCCN2CCOCC2)c2ccccc12	1.1%	2.2	19	-18	4	5	9	-3	6%

Part of the list above, field by field:
CCOc1ccc(CCNC(=O)CN2C(=O)COc3ccc(S(=O)(=O)N4CCCCCC4)cc32)cc1
  RXFP1 ag = 4.8%
  TRHR agonist = -1.6
  D1 agonist = 1
  RXFP1 antag = nt
  D1 antagonist = 5
  D2 potentiator = -2
  TRHR PAM = -1
  D1 PAM = -2
  Anesthetic bind = -11%

CN(c1cccc(NC(=O)c2ccc(Cl)c(S(=O)(=O)Nc3ccccc3)c2)c1)S(C)(=O)=O
  RXFP1 ag = -0.1%
  TRHR agonist = -1.5
  D1 agonist = 5
  RXFP1 antag = -28
  D1 antagonist = -42*
  D2 potentiator = 7
  TRHR PAM = -3
  D1 PAM = 4
  Anesthetic bind = -15%

COc1ccccc1NC(=O)NCCN1CCN(c2cccc(Cl)c2)CC1
  RXFP1 ag = 2.3%&-2.4%
  TRHR agonist = 0.3&-0.4
  D1 agonist = 4&15
  RXFP1 antag = -10
  D1 antagonist = -40*!
  D2 potentiator = -21&-24
  TRHR PAM = 8&-3
  D1 PAM = -1&-5
  Anesthetic bind = -6%&-1%
